High-throughput results from PubChem BioAssay.
HTR1E antagonist = 5-HT1E receptor antagonists, primary screen, cell-based, HTS; inhibition, % at 6 µM; 5-hydroxytryptamine receptor 1E (Homo sapiens), P28566; 65,000 compounds, 0.99% hits; CHO 5-HT1E Ga15 NFAT-bla reporter, FRET, antagonist;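 active means inhibition above a set limit, the mean inhibition across every tested compound plus 3 SD, cut at about 29% in these data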;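 further: signal is the 460 over 535 nm emission ratio of beta-lactamase substrate; 0% = agonist plus DMSO wells and 100% = wells without agonist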
Target sequence (P28566 whole entry, looked up): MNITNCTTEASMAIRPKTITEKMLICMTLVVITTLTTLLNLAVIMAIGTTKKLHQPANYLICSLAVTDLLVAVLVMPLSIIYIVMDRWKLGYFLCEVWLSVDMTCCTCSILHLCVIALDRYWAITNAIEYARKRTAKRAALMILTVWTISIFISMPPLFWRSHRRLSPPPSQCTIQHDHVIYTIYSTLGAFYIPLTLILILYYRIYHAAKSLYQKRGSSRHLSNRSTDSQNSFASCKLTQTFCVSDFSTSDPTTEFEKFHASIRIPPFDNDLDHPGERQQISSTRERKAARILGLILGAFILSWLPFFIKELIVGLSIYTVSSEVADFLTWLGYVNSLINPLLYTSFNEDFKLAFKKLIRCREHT
S1P3 ag = human S1P3 receptor agonists, primary screen, cell-based, primary and confirmation, NFAT-BLA reporter. Sphingosine 1-phosphate receptor 3 (Homo sapiens), Q99500. AID 373, 2006. activation, % at 4.5 µM. 60,000 compounds, 0.1% hits. S1P3 NFAT-BLA reporter cells, agonism, FRET ratio; relative to 1 µM S1P, basal subtracted;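 active means activation above the screen-wide mean plus 3 SD, cut at about 4.5% in these data, passing the limit was not always enough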; further: some compounds called inactive have numbers as strong as hits
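Measure – % activation relative to 1 µM S1P (100%), per plate · System – stable CHO line with human S1P3, Gα16, NFAT-BLA reporter · Timing – cells plated overnight, compound 4 h 37 °C, substrate 2 h RT · Technique – fluorescent BLA substrate, ex 405 nm, em 460/535 nm ratio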
5HT1a antag = human 5-HT1a receptor antagonists, primary screen, cell-based, CHO, Ga15 NFAT-bla reporter | 5-hydroxytryptamine receptor 1A (Homo sapiens), P08908 | CHO 5-HT1a Ga15 NFAT-bla reporter, antagonist mode | inhibition, % at 10 µM | 62,000 compounds, 0.68% hits | AID 612, 2007;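 active means inhibition above the mean of all tested compounds plus 3 SD, cut at about 43% in these data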;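 further: receptor stimulated by 5-CT agonist at 100 nM near EC80; beta-lactamase reporter measured by ratiometric fluorescence of a cleavable substrate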
Abs 340nm = compound light absorbance at 340 nm, profiling panel, artefact control, biochemical, MLSMR library, data from PS, PMK, MK assays. compound absorbance at 340 nm, fold over control. fold change at 10 µM. 65,000 tested, under 10 active. AID 708, 2007;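 active means at 10 µM dose, initial 340 nm absorbance at least 2 fold that of control wells; inactive means change under 2 fold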;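 further: initial absorbance extrapolated from kinetic A340 decline of NADH oxidation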
MMP13 inh = human MMP13 inhibitors, primary screen, biochemical, FRET peptide cleavage | Collagenase 3 (Homo sapiens), P45452 | MMP-13 fTHP FRET cleavage, Mca fluorescence | inhibition, % at 4 µM | 65,000 compounds, 0.07% hits | AID 570, 2006;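 active means inhibition above the mean of compound-free control plate wells plus 3 SD, cut at about 14% in these data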;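 further: 0% = DMSO wells and 100% = wells with reference MMP-13 inhibitor after basal subtraction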
HER2 expr 66K = inhibitors of Her2 protein expression, primary screen, SKBR-3 cells, AlphaScreen, 66K library; Receptor tyrosine-protein kinase erbB-2 (Homo sapiens), P04626; SKBR-3 HER2 protein level, 18-24 h; stronger effect = lower value; HER2 level % of control, % at 10 µM; 65,000 compounds, 0.69% hits; AID 645, 2007;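 active means HER2 level under 5% of the carrier-only control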;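 further: 100% = DMSO carrier and 0% = 500 nM PU-H71 HSP90 inhibitor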
Fluor 339 460 = intrinsic fluorescence of library compounds, ex339/em460 – biochemical, MLSMR library, data from DPM-DC assay, artefact control, profiling panel | compound autofluorescence, ex339/em460 nm, NADH buffer; stronger effect = higher value; 1 = no-compound wells, NADH background | fluorescence fold increase at 10 µM | 65,000 compounds, 5.5% hits | AID 709, 2007;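 active means at 10 µM, mean starting fluorescence two-fold or more over control wells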;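 further: signal is the first read of a kinetic run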
HTR1E agonist = 5-HT1E receptor agonists, primary screen, cell-based, HTS; 5-hydroxytryptamine receptor 1E (Homo sapiens), P28566; CHO 5-HT1E Ga15 NFAT-bla reporter, FRET; 0% DMSO wells, 100% control agonist wells; activation, % at 6 µM; 65,000 compounds, 0.69% hits; AID 574, 2007;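 active means activation above a set limit, the screen-wide mean activation plus 3 SD, cut at about 8.5% in these data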;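 further: 100% = positive control agonist at 1 µM giving full maximal response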
S1P1 ag pot = S1P1 agonists and agonism potentiators, primary screen, cell-based, primary and confirmation screens, CRE-bla reporter | activation, % at 9.5 µM | S1P1 CRE-bla cells, forskolin, beta-lactamase FRET, potentiator mode; S1P1 agonist co-added at EC20, 2 nM; 100% = saturating reference agonist, 0% = basal | Sphingosine 1-phosphate receptor 1 (Homo sapiens), P21453 | 56,000 compounds, 0.57% hits | AID 449, 2006;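 active means activation above a cutoff set at the mean activation of all tested compounds plus 3 SD, cut at about 54% in these data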;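 further: forskolin at 4 µM as EC80 and the EC20 agonist is SEW2871; 100% = SEW2871 at its EC100 plus forskolin at EC80; some compounds past the cut are filed as inactive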
Target sequence (P21453 whole entry, looked up): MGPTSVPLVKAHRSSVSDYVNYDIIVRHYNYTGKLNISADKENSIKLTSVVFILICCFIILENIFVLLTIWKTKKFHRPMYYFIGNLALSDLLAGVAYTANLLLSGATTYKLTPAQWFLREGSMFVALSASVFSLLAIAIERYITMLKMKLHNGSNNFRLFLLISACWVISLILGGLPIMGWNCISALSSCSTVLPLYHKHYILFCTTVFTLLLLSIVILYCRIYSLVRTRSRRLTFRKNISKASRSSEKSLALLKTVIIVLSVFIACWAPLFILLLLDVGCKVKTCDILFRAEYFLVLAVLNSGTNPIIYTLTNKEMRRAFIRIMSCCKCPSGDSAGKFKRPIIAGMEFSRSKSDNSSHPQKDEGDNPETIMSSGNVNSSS
An asterisk follows results filed as active; / = not tested or not shown; [ ] = remark or other dose. Outcome played no part in choosing rows; overall some 8.5% were active at least once.

SMILES	HTR1E antagonist	S1P3 ag	5HT1a antag	Abs 340nm	MMP13 inh	HER2 expr 66K	Fluor 339 460	HTR1E agonist	S1P1 ag pot
CC(C)COC(=O)c1ccc(NC(=O)C2C3C=CC(C3)C2C(=O)O)cc1 (configuration not stated)	0.5	-0.7	4.8	1.02	-0.7	100.3	1.06	-0.6	3.2
N#Cc1c(N)nc2c(c1-c1ccc3c(c1)OCO3)CCCCCC2	4.5	/	-15.5	1.08	-4.7	78.1	1.28	0.3	/
O=C(NCC1CCS(=O)(=O)C1)Oc1ccccc1 (configuration not stated)	-7.7	-0.8	-6.1	1.02	-1.3	123.4	1.11	0.0	-14.7
O=S1CCCSC1c1cccnc1 (configuration not stated)	-4.6	-5.2	/	0.99	2.5	86.1	1.1	-0.2	15.0
CCCCN(C(=O)NC(=O)Nc1cccc(C)c1C)S(C)(=O)=O	-9.8	-1.2	20.9	1	-7.9	89.1	1.11	1.0	-12.1
O=C1NC2(Nc3ccccc31)C(=O)Nc1ccccc12 (configuration not stated)	1.8	0.2	2.4	1.01	-20.1	98.8	1.95	-0.3	-10.9
C=CCn1c(=O)c2ccccc2n2c(SCc3csc(-c4ccccc4)n3)nnc12	-0.9	-0.8	5.8	0.97	2.6	57.7	1.08	0.2	7.0
COCCN1Cc2cccc(C(=O)Nc3cc(OC)ccc3OC)c2C1=O	9.1	-0.6	13.6	1.04	1.7	146.6	1.1	-0.8	-3.1
CN(C)c1nc(OCCOC(=O)COc2ccc(Cl)cc2Cl)nc(N(C)C)n1	-9.0	-0.9	-5.0	1.01	7.3	78.1	1.14	0.2	-17.8
c1ccc(-c2oc3ncnc(N4CCOCC4)c3c2-c2ccccc2)cc1	-16.4	-0.8	12.9	1.05	-2.1	120.7	2.38*	0.4	15.9
CC(C)CCNC(=O)C(c1ccco1)N(CC1CCCO1)C(=O)Cn1nnc2ccccc21 (configuration not stated)	10.8	-0.3	12.1	1	6.2	89.0	1.01	0.2	19.8
Cc1ccccc1NC(=O)CCN1CCCCCC1	8.0	-0.5	1.2	1.05	5.5	130.3	1.05	0.4	/
COc1ccc(C(=O)Nc2cccc(-c3nc4ncccc4o3)c2C)cc1OC	-2.4	-1.3	0.3	0.99	2.7	102.6	1.06	0.1	-15.1
Cc1ccc(NC(=O)CCN2CCc3ccccc3C2)cc1	-3.9	-0.3	20.4	0.98	-1.7	99.0	1.02	-0.9	-7.9
O=C(COc1ccc2ccccc2c1Br)N1CCOCC1	0.3	-0.8	-9.3	1.04	2.5	93.4	1.1	1.5	/
Cc1cccc(C)c1OCC(=O)NCc1nnc(SCC(=O)NC2CCCCC2C)n1C (configuration not stated)	-1.2	-1.0	1.1	1.03	0.2	90.8	1.1	-0.7	-3.5
O=C(Cn1cnc2c(nnn2Cc2ccccc2F)c1=O)OCc1ccccc1	2.6	-0.1	-3.8	0.99	-6.5	108.9	1.09	0.3	-18.3
CCOC(=O)N1CCC(NC(=O)C2=C(C)C(=O)OC23CCC(C)CC3)CC1 (configuration not stated)	-2.3	-0.8	-2.8	1.03	2.4	81.2	1.13	0.2	-17.2
FC(F)C(F)(F)C1=CC(c2cccs2)=NCCN1	-4.1	-0.8	-1.0	1.13	3.0	72.8	1.03	-0.4	-9.4
CCOC(=O)c1cnc(-n2nc(C)cc2C)nc1N1CC(C)OC(C)C1 (configuration not stated)	7.1	-0.3	-5.2	1	0.5	82.7	1.05	0.4	-5.8
CCCCCc1c(O)nc(SCC(=O)NCC2CCCO2)[nH]c1=O (configuration not stated)	-4.6	-0.5	-1.9	1	2.4	116.7	1.05	0.9	-11.8
CCOC(=O)c1sc2nc(NC(=O)COc3ccccc3)sc2c1C	-0.7	-1.0	-2.9	1.02	-7.9	101.0	1.44	-0.4	-22.3
COc1cc(-c2noc(-c3ccco3)n2)cc(OC)c1OC	16.4	-0.5	9.2	1.01	0.9	70.1	1.06	-0.8	1.8
O=C1NCCCC1C(=O)N1CCN(C(=O)c2ccco2)CC1 (configuration not stated)	-17.2	-1.4	-8.6	1.04	1.0	97.3	1.04	0.4	-9.7
COc1ccc(C(=O)N2CCN(C(=O)CC(C)C)CC2)cc1OC	0.5	-1.0	-2.6	1.04	0.6	85.9	1.12	-0.5	-8.3

Some values from the list.
O=S1CCCSC1c1cccnc1 (configuration not stated) in S1P3 ag is entered as -5.2
FC(F)C(F)(F)C1=CC(c2cccs2)=NCCN1 in Fluor 339 460 is entered as 1.03

Next section:
SMILES	HTR1E antagonist	S1P3 ag	5HT1a antag	Abs 340nm	MMP13 inh	HER2 expr 66K	Fluor 339 460	HTR1E agonist	S1P1 ag pot
Cn1c(CCN2CCCCC2)nc2cc(NC(=O)C3CCCCC3)ccc21	0.3	0.1	-9.5	0.98	-5.0	110.7	1.07	0.1	-7.3
O=C(C1CCCN1C(=O)c1cccs1)N1CCN(Cc2ccc3c(c2)OCO3)CC1 (configuration not stated)	0.8	6.0	4.9	0.99	-2.4	111.6	1.13	0.4	9.7
CC(C)CC(NC(=O)c1ccco1)C(=O)Nc1ccc2c(c1)OCCO2 (configuration not stated)	-3.6	-1.1	-1.5	1.05	2.0	100.1	1.11	-0.3	-4.1
COc1ccccc1-n1nnnc1S(=O)(=O)Cc1ccc(Cl)cc1	29.9*	-2.3	82.7*	1.09	1.1	-1.3*	1.1	3.4	89.3*
Cc1cccc(C)c1NC(=O)COC(=O)c1nonc1N	-4.2	0.3	-9.9	0.98	3.2	83.9	1.07	0.4	2.3
Cc1ccc(OCc2nnc(SCC(=O)C(C)(C)C)n2Cc2ccco2)cc1	1.4	-1.3	7.7	0.99	2.1	89.2	1.08	0.1	-2.9
COc1cc(C(=O)Nc2nc(N)n(-c3ccccc3)n2)cc(OC)c1OC	22.1	-1.0	2.8	1.02	-1.6	117.3	1.05	0.2	14.1
CCCc1nc(SCC(=O)NCc2ccco2)c2c(=O)n(C)c(=O)n(C)c2n1	7.2	-0.2	3.1	1.03	0.9	28.9	1.09	0.5	19.4
CCOC(=O)CN1CC23C=CC(O2)C(C(=O)NC2CCCCC2)C3C1=O (configuration not stated)	1.3	-0.8	-2.1	1.03	1.5	87.5	1.06	0.7	-7.8
O=C(NCCCN1CCCCC1)C1(S(=O)(=O)c2ccc(Cl)cc2)CC1	6.9	-0.2	-0.2	1.03	-3.7	99.8	1.09	-1.0	-22.9
COc1ccccc1-n1c(=O)c2c3c(sc2n2c(SC)nnc12)CCC3	1.8	-2.6	/	1.01	3.9	74.3	1.01	0.6	-22.1
COC(=O)c1cccc(NC(=O)CSc2nc(C)cc(=O)[nH]2)c1	-12.6	/	-2.9	1.09	-0.5	94.8	1.11	0.4	/
COc1cccc(-n2cc3c(c2-c2ccccc2)c(=O)n(C)c(=O)n3C)c1	10.8	-1.2	-8.0	1.04	-1.8	103.1	2.35*	0.2	-7.3
COc1ccc(N2CCN(CC(=O)Nc3ccc(-n4cnnn4)cc3)CC2)cc1	8.9	-1.1	1.5	1.01	0.6	58.5	1.11	-0.5	-18.6
COC(=O)C(C)Sc1nc2c(cnn2-c2ccc(C)cc2)c(=O)[nH]1 (configuration not stated)	7.7	-0.2	15.4	0.99	1.5	110.8	1.1	-0.1	-15.5
COC(=O)Cc1c(C)c2c(OCc3nn[nH]n3)cc(C)cc2oc1=O	-9.4	0.2	-3.5	1.1	-154.8[fluorescence artefact?]	96.9	3.78*	1.1	4.9
O=C(O)c1cc(O)c2c(c1)C(=O)c1cccc(O)c1C2=O	-5.5	0.7	/	1	-0.8	115.2	1.05	0.9	-5.4
O=C(COc1ccc2c3c(c(=O)oc2c1)CCC3)c1ccc2c(c1)OCO2	0.2	-0.5	9.7	1.08	-23.8	114.3	1.66	0.2	-13.7
O=c1c(N2CCOCC2)nsn1Cc1ccccc1	1.9	-0.3	1.7	1.01	-11.7	92.1	1.08	-1.3	0.8
Cn1nc(-c2ccc(Cl)cc2)c2cc(C(=O)NCc3ccco3)sc21	3.3	-0.9	40.7	1.05	-40.3	40.5	2.11*	0.8	4.9
COC(=O)c1c(NC(=O)CSc2nc3c(c(=O)n(C)c(=O)n3C)n2C(C)C)sc(C)c1C	-1.6	-1.6	-7.5	1.02	-2.5	110.6	1.1	-0.1	14.1
COc1ccc(C(NC(=O)CNC(C)=O)C(=O)Nc2ccc3c(c2)OCCO3)cc1 (configuration not stated)	-11.4	-0.2	-4.7	0.98	0.4	77.8	0.89	-0.9	-20.6
Cc1ccc(S(=O)(=O)N2CCCCC2C(=O)N2CCN(Cc3ccccc3)CC2)cc1 (configuration not stated)	1.0	1.2	-1.3	0.99	4.4	85.2	1.02	0.3	-1.8
CCc1cc(C(=O)Cc2cnn(-c3ccccc3)c2)c(O)cc1O	5.4	-1.6	2.8	1.1	-10.8	83.2	1.4	1.8	26.7
CCN1CCN(C(=O)C2c3cc(OC)c(OC)cc3C(=O)N3CCc4ccccc4C23)CC1 (configuration not stated)	-0.8	-1.4	-6.9	1.01	-5.5	95.8	1.24	0.2	-20.0
More records.
SMILES	HTR1E antagonist	S1P3 ag	5HT1a antag	Abs 340nm	MMP13 inh	HER2 expr 66K	Fluor 339 460	HTR1E agonist	S1P1 ag pot
COc1cc(-c2nc(Cc3ccccc3Cl)no2)cc(OC)c1OC	8.2	/	13.3	1	-6.0	95.9	1.08	0.8	/
Cc1nc(P(=O)(c2ccccc2)c2ccccc2)c(N2CCOCC2)o1	1.4	-0.2	-3.4	1.04	5.2	111.3	1.13	-0.9	-16.9
COc1ccc(N2CCN(C(=O)CCCC3=NS(=O)(=O)c4ccccc4N3)CC2)cc1	21.4	-1.6	-13.6	0.98	0.4	102.7	1.06	-0.1	10.8
CCC(C)C(NC(=O)c1ccccc1NC(=O)c1ccco1)C(=O)NC1CCCCC1 (configuration not stated)	-0.2	-0.3	20.6	1.03	2.5	119.2	1.81	0.7	-9.7
COCCCNC(=O)CSc1nc2ccc(N3CCOCC3)cc2c(=O)n1CCc1ccccc1	-4.9	/	-1.7	1	-28.3	93.5	2.61*	-0.8	/
N=P(N1CCOCC1)(N1CCOCC1)C12CC3CC(CC(C3)C1)C2	11.1	-0.9	1.6	1.02	-8.3	96.7	1.09	-0.2	8.3
O=c1cc(CSc2nnnn2-c2ccccc2)nc2nc[nH]n12	-1.8	-0.4	-6.8	1.02	0.1	104.0	1.11	0.0	/
O=C1CCC(=O)N1CNc1ccc(Oc2ccccc2)cc1	2.4	-0.7	4.4	1	1.9	154.0	1.1	0.1	17.8
